T cell HTS: modulates CD8 T cell binding to vesicles | AID 2052 | 2C CD8+ T cell-vesicle binding, flow cytometry; stronger effect = lower value | calls only at 7 µM | hit rate 0.068% among 330,000;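 active means response, share of CD8 T cells binding vesicles, and their 90th percentile fluorescence all below set limits, cut at about 80% in these data, passing the limit was not always enough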
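Benchmarks: naked versus QL9-loaded vesicles / Assay system: purified 2C TCR transgenic mouse naive CD8+ T cells / Technique: high-throughput flow cytometry with anti-B7-1 and anti-CD8 staining / Timing: Cell–vesicle co-incubation 1.5 h at 37 °C, staining 20 min on ice / Read-out: percent CD8+ FL2 mean versus row control / Probe or stimulus: QL9-loaded Drosophila micro-vesicles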
KOR beta-arrestin-1: kappa opioid receptor blockers – cell-based, luminescence, uHTS (AID 1778) | KOR beta-arrestin recruitment, luminescence, antagonist mode; higher % means a stronger effect | one-dose inhibition, % at 10 µM; IC50 in µM for titrated hits | hit rate 0.091% among 290,000; further: strong numbers were not always called active
KOR beta-arrestin-2: kappa opioid receptor activators – cell-based, luminescence, uHTS, primary screen (AID 1777). KOR beta-arrestin recruitment, luminescence; higher % means a stronger effect. activation, % at 10 µM, or EC50 in µM where a hit was titrated. hit rate 0.02% among 280,000; in the data active means activation above about 50%, passing the limit was not always enough; further: a part of the inactive calls stands beside numbers as strong as those of hits
Myeloid diff 2: compounds promoting myeloid differentiation. ER-HoxA9 myeloid progenitors, lysozyme-GFP differentiation, flow cytometry. calls only at 10 µM. hit rate 1% among 360,000. AID 624256;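 active means normalized GFP-positive differentiation at or above the plate's own cutoff, the solvent-only control mean plus 3 SD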;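 further: cells exposed to compound for four days before flow analysis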
GPR55 beta-arrestin: selective activators of receptor GPR55 – imaging, U2OS cells, beta-arrestin-GFP redistribution, primary screen (AID 1961); U2OS GPR55 beta-arrestin-GFP redistribution imaging; higher % means a stronger effect; activation, % at 10 µM; hits with a dose series show EC50 in µM; hit rate 0.048% among 290,000;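 active means activation above 40% with more than 50 cells counted in the well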;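 further: U2OS osteosarcoma cells stably expressing GPR55 and beta-arrestin-GFP; plate controls were DMSO negative control for no effect and LPI positive control for full effect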
NTR1 agonist: agonists of NTR1, primary screen, imaging, U2OS cells, beta-arrestin-GFP, high content (AID 493036); NTR1-U2OS beta-arrestin-GFP spot imaging, agonist mode; activation, % at 20 µM; hit rate 0.17% among 330,000;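 active means activation at or above 40% of the spot to cytoplasm intensity ratio, with at least 20 cells analyzed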;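 further: 0% = DMSO without peptide and 100% = 100 nM NTR1 peptide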
Target sequence (P30989 whole entry, looked up): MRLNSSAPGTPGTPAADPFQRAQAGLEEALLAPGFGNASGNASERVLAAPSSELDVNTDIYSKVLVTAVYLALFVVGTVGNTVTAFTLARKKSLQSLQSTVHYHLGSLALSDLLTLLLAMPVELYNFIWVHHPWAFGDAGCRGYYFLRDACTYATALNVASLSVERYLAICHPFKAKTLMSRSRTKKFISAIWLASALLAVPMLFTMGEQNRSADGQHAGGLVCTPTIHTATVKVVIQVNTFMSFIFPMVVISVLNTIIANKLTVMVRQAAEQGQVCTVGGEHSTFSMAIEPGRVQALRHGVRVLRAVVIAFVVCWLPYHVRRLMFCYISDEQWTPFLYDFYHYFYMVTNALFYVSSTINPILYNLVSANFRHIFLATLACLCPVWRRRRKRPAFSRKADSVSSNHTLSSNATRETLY
GPR55 antagonists: inhibition of LPI-stimulated GPR55 beta-arrestin translocation – imaging, U2OS, beta-arrestin-GFP, LPI agonist, primary screen (AID 2013). inhibition, % at 10 µM, or IC50 in µM where a hit was titrated. hit rate 0.13% among 290,000. U2OS GPR55 beta-arrestin-GFP translocation imaging, LPI antagonism; higher % means a stronger effect;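 active means spots per cell inhibited over 60%, with over 100 cells counted and total cytoplasm intensity under 500,000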;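 further: U2OS cells stably carrying GPR55 and arrestin-GFP stimulated by 5 µM LPI near EC80; imaged beta-arrestin-GFP aggregate spots per cell after agonist stimulation; plate controls were LPI-stimulated DMSO wells for no effect and DMSO wells without LPI for full effect; some results filed as inactive read as strong as hits; confirmed hits need IC50 under 10 µM and bright autofluorescent wells are also inconclusive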
HEK293 NOD2/NF-kB: NOD2 signaling inhibitors, cell-based, luminescence, uHTS, HEK293 (AID 1566); HEK293 NOD2/NF-kB luciferase reporter, luminescence; higher % means a stronger effect; one-dose inhibition, % at 4 µM; EC50 in µM for titrated hits; hit rate 0.63% among 290,000; further: many of its hits are not listed in these tables
NOD1 inhibition: NOD1 signaling inhibitors, primary screen, cell-based, luminescence, uHTS (AID 1578). NOD1-driven NF-kB luciferase reporter cells, luminescence; higher % means a stronger effect. inhibition, % at 4 µM, or EC50 in µM where a hit was titrated. hit rate 1% among 290,000; in the data active means inhibition mostly above about 36%, no sharp cut-off; inactive means mostly below about 34%;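 further: HEK-293T reporter cells stimulated with the NOD1 agonist gamma-tri-DAP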
T cell HTS vesicle-bound %: recorded beside T cell HTS, whose call it bears; double positive events, %; measured here: CD8+ vesicle-bound cell fraction;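 binding gate set so that unloaded-vesicle control wells show 10% double positive cells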
NTR1 agonist cell count 20 µM: also measured in NTR1 agonist; calls as there; cell count; measured here: cell count, cytotoxicity flag
Myeloid diff 2 GFP+ MAC1+ %: also measured in Myeloid diff 2; calls as there; GFP+ MAC1+ double positive, %; measured here: differentiation confirmed by MAC1 staining
* marks the source's active call; other numbers are inactive results; i = inactive; [ ] = remark or other dose. Unless noted, no stated cut-off is given here; in the data, active means inhibition above about 50%; inactive means the rest. The list is partial. The share of hits here may be higher or lower than overall.

SMILES | T cell HTS | T cell HTS vesicle-bound % | KOR beta-arrestin-1 | KOR beta-arrestin-2 | Myeloid diff 2 | Myeloid diff 2 GFP+ MAC1+ % | GPR55 beta-arrestin | NTR1 agonist | NTR1 agonist cell count 20 µM | GPR55 antagonists | HEK293 NOD2/NF-kB | NOD1 inhibition
O=C(CCN1CCN(CCO)CC1)N1c2ccccc2Sc2ccc(C(F)(F)F)cc21 | i | 27 | -30%[20 µM] | 4.4% | i | 2.6 | 0.3% | -2.6 | 48 | -11% | -18% | -19%
